KinaseGlo FLuc: counter-screen: inhibitors of Kinase-Glo firefly luciferase. Q27757. 200,000 compounds, 0.28% hits. Kinase-Glo luciferase, ATP luminescence, 8 min. Potency, µM (doses to about 38.3 µM), for inactives: top-dose activity change, negative = inhibition, usual class: inhibitors; further: potency means the concentration at half of the fitted maximal effect; on the % scale 0 is the no-effect control and ±100 the full control effect; nearly all actives have a fitted effect of over 60% in size
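Compound is pinned into ATP-containing buffer (10 uM ATP, imidazole pH 7.2, 7 mM MgCl2). Kinase-Glo luciferase reagent is then added. Light output is recorded following an 8-min room-temperature incubation.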
NPSR antag: neuropeptide S receptor (human) antagonism, cAMP | AID 1461 | Potency, µM (doses to about 38.3 µM), without a hit: top-dose activity change, negative = inhibition, most hits filed as inhibitors | 220,000 compounds, 1% hits | CHO-NPSR cells, cAMP TR-FRET, antagonist mode; further: potency means the concentration at half of the fitted maximal effect; on the % scale 0 is the no-effect control and ±100 the full control effect; nearly all actives have a fitted effect of over 50% in size; many of its hits are not listed in these tables
Target sequence (Q6W5P4 whole entry, looked up): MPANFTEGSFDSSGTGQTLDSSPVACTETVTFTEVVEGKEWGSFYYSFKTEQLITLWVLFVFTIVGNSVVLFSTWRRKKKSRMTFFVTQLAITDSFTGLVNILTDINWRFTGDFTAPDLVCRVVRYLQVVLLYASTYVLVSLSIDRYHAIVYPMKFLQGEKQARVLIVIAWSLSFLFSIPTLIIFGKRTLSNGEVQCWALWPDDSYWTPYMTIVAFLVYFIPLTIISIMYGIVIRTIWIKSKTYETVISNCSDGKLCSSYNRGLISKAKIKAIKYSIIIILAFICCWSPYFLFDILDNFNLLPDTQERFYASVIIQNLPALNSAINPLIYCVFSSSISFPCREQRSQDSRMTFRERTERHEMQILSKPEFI
GLA spleen mod: alpha-galactosidase A (human) modulation; human spleen homogenate, 4MU-alpha-Gal fluorescence, 40 min; Potency, µM (highest dose often 80 µM), for inactives: at the highest dose activity change, negative = inhibition, hits mostly inhibitors; AID 2107; 240,000 compounds, 0.008% hits; P06280;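 further: potency means the concentration at half of the fitted maximal effect; 0% = enzyme with vehicle and -100% = no enzyme basal signal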
Target sequence (P06280 32-429 limits assumed): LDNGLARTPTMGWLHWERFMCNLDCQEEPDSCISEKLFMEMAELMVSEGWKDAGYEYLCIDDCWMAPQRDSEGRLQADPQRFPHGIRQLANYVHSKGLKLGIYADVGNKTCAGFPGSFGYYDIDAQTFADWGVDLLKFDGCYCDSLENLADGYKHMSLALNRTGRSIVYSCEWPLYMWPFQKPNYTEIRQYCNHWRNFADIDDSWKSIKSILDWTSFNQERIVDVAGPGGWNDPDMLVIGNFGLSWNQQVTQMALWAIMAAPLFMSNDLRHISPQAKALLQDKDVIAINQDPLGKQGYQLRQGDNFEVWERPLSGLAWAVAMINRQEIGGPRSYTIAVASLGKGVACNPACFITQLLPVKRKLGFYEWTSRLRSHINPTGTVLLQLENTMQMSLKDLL
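qHTS titration in buffer at pH 5.0. Alpha-galactosidase activity in spleen homogenate was measured via 4-methylumbelliferone release from 1 mM fluorogenic substrate after 40 min at 37C and a pH 10 stop. AC50 came from Hill fits of control-normalized data.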
IMPase Li cell: membrane-permeable IMPase blocker, potentiated with lithium; CHO-M1 cells, IP1 TR-FRET (IP-One), carbachol + lithium; AID 1457; Potency, µM (titrated, usually from 59.4 µM), for the others: at the highest dose activity, negative = IMPase inhibition, most hits filed as inhibitors; 210,000 compounds, 0.35% hits;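 further: IP1 builds up when IMPase is blocked and the TR-FRET signal falls; potency means the concentration at half of the fitted maximal effect; plate controls were basal vehicle for no effect and high inhibitor control for full effect; nearly all actives have a fitted effect of over 50% in size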
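Concentration–response in CHO-M1 cells, lithium-potentiated; 30 min at 37C. IP1 detected by competitive TR-FRET after 10 min lysis at RT. Hill-fitted AC50.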
CBFb-RUNX1 inh: inhibitors of human CBF-beta and RUNX1 interaction; Potency, µM (series often up to 59.8 µM), for inactives: top-dose activity, negative = inhibition, hits mostly inhibitors; 230,000 tested, under 10 active; Q01196+Q13951; AID 1477; AlphaScreen CBFb-His/RUNX1-biotin binding, biochemical; further: % of control where 0% means no effect
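CBF-beta (His) and RUNX1 (biotin), 30 nM each; 20 min preassociation; + compound, 15 min; + beads 50 ng each (Ni, streptavidin), 90 min; RT; AlphaScreen read.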
Lamin A splicing: changes lamin A minigene splicing in HeLa cells | HeLa LMNA splicing GFP/RFP minigene ratio, 48 h | Potency, µM (titrated, usually from 46.1 µM), inactives show top-dose ratio change, negative = inhibition, usual class: inhibitors | 200,000 compounds, 0.01% hits; active means well fitted inhibition curve with a large enough effect in the signal ratio, with a control signal flat, not every such curve was filed as active; inconclusive means small, poorly fitted or top-dose-only effect, or effect the other way, or a change in a side signal; the % refers to the signal ratio; further: potency means the concentration at half of the fitted maximal effect; on the % scale 0 is the no-effect control and ±100 the full control effect
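Read-out is the ratio of GFP to DsRed2 object intensity, acquired by 488 nm laser-scanning cytometry on HeLa lamin A-EGFP minigene reporter cells. Compound incubation 48 hrs at 37 °C in Opti-MEM with 2% FBS; DMSO 0.5% final.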
Epigenetic derep: epigenetic control regulation, reporter derepression; murine LDR cells, GFP reporter derepression, 30 h; Potency, µM (series often up to 53.9 µM), for the others: at the highest dose GFP activation, actives largely listed as activators; 280,000 compounds, 0.2% hits; further: potency means the concentration at half of the fitted maximal effect; % of control where 0% means no effect; nearly all actives have a fitted effect of over 60% in size
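Reporter derepression read as number of fluorescent GFP-positive objects, 20-120 um in size, counted by laser-scanning cytometer. Mouse LDR line with an epigenetically silenced CMV-GFP locus; compound incubation 30 h, 37 C.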
An asterisk follows results filed as active; ? = inconclusive; · = no result given; [ ] = remark or other dose. Unless noted, the call rests on the fitted dose curve; in most records, active means well fitted curve in the direction sought with a large enough effect; inconclusive means small, poorly fitted or top-dose-only effect, or another doubt; inactive means no such curve, though single readings can be large; an effect the other way counts as inactive or inconclusive. Only part of the results is shown; the hit share may differ from the screen's.

SMILES,NPSR antag,KinaseGlo FLuc,Epigenetic derep,Lamin A splicing,IMPase Li cell,CBFb-RUNX1 inh,GLA spleen mod
OC(CN1CCN(Cc2ccc3c(c2)OCO3)CC1)c1c[nH]c2ccccc12 (configuration not stated),1%[46.1 µM],1%,-0.9%,15%[0.0737 µM],-1%[38.3 µM],-3%,5%
O=C(NCc1ccc2c(c1)OCO2)C1CCC(=O)N1C1CCCCC1 (configuration not stated),8%,·,?,·,·,-6%,20%
Cc1ccc(OCCNC(=O)c2cc(-n3cnnc3)ccc2Cl)cc1C,1%[46.1 µM],-4%,0.8%,2%,-11%[38.3 µM],-2%,-20%
CCOc1ccccc1N1CCN(C(=S)Nc2ccc(S(N)(=O)=O)cc2)CC1,17%,7%,0.8%,?,-5%,-2%,8%
CC(C)n1c(=O)[nH]c2cc(C(=O)Nc3ccccc3)ccc21,-14%,-1%,-0.1%,-3%[46 µM],2%,5%,-8%
N#C/C(=C/c1cccs1)c1ccccn1,-8%,·,-2.3%,·,·,8%,3%
O=C(CN1CCN(S(=O)(=O)c2ccccc2)CC1)NC(=O)NC1CCCCC1,0%[46.1 µM],1%,0.7%,-7%,20%[38.3 µM],-5%,-1%
O=C(Nc1cccc(F)c1)N1CC[C@@]2(CCCNC2)C1,·,-2%,·,·,15%,·,-8%
Cn1cc(S(=O)(=O)Oc2ccccc2)c(=O)n(C)c1=O,3%,1%,2.0%,?,5%,10%,-8%
CCN(CC)c1ccc(CNC23CN4CN(CN(C4)C2)C3)cc1,-6%[46.1 µM],1%,0.9%,?,34%[activator][38.3 µM],-6%,8%
Cc1ccc(C)n1NC(=O)c1ccc(Cl)cc1Cl,-7%[46.1 µM],1%,-1.1%,0%,6%[38.3 µM],-1%,2%
CCCCOC(=O)NC(NCC(O)c1ccccc1)(C(F)(F)F)C(F)(F)F (configuration not stated),-16%[46.1 µM],6%,-2.4%,4%,-15%[38.3 µM],0%,4%
S=C(NC1CC1)N1CCN(c2ccc(Cl)cc2)CC1,-10%,3%,-3.1%,·,14%,10%,-7%
Cc1nc(-c2ccncc2)nc(NCCNc2ccc(C(F)(F)F)cn2)c1Cl,-7%,·,0.0%,·,·,6%,4%
O=C(Cc1ccc(Cl)cc1)c1ccc(O)cc1,9%,·,3.4%,·,·,5%,-1%
O=C(Nc1scc(-c2ccccc2)c1C(=O)O)c1ccco1,-13%[46.1 µM],-3%,0.9%,-11%,6%,1%,-10%
CCC1CCCCN1C/C=C/c1ccccc1[N+](=O)[O-] (configuration not stated),2%[46.1 µM],-4%,0.0%,7%,41%[activator][38.3 µM],2%,3%
Cc1ccc(-c2cn(-c3ccc(SC(F)F)cc3)c3[n+]2CCC3)cc1,-12%[46.1 µM],-3%,0.0%,?,1%,-3%,-5%
O=c1[nH]c(=S)c2c(n1-c1ccccc1)CCC2,?,-1%,-1.5%,-4%,10µM*,3%,4%
O=C(Nc1cc2c(=O)n(-c3ccc(Oc4ccccc4)cc3)ccc2oc1=O)c1ccccc1,-25%,-1%,-1.1%,·,?,-10%,3%
O=C(O)c1[nH]c2ccccc2c1-c1ccccc1,0%[46.1 µM],-2%,1.0%,-2%,9%[38.3 µM],-1%,8%
CCOC(=O)c1[nH]c(C)c(C(=O)Nc2ccc(F)cc2)c1C,-16%[46.1 µM],-1%,-0.2%,5%,21%[38.3 µM],-2%,-4%
CC(C)CN1CCCC2(CCN(S(=O)(=O)c3ccccc3)CC2)C1,·,-2%,·,·,27%,·,2%
O=C(CNC(=O)c1ccco1)N=Nc1c(O)n(CCc2ccccc2)c2ccccc12,-15%,·,-2.0%,·,·,-13%,-5%
COc1ccc(C(C)(C)C)cc1NC(=O)c1ccc2c(c1)SC1=NS(=O)(=O)CCN12,-6%,-2%,?,-9%[46 µM],13%,9%,1%
CCOC(=O)N1CCN(C(=O)C2CCN(CC3CCCCC3)CC2)CC1,15%,-2%,-1.6%,0%,9%,13%,-9%
CCCOc1ccc(C(=O)Nc2nc(C)c(Cc3ccc4c(c3)OCO4)s2)cc1,?,1%,1.0%,-15%,10µM*,-9%,4%
COc1ccc(-c2nc3ccncc3[nH]2)cc1OC,1%[46.1 µM],?,-2.8%,5%,2%[38.3 µM],1%,10%
CN1C(=O)C2(c3ccccc31)C1CCCC=C1C(C#N)=C(N)C2(C#N)C#N (configuration not stated),?,-1%,11%,-12%,20%[38.3 µM],-16%,-22%
Cc1ccsc1/C=N/NC(=O)c1ccc2nc[nH]c2c1,-21%,-5%,1.0%,-7%,-1%,-3%,-5%
c1ccc2c(c1)OCC(c1csc3ncnc(N4CCOCC4)c13)O2 (configuration not stated),-3%[46.1 µM],-5%,-1.2%,?,1%[38.3 µM],-1%,6%
c1csc(CNc2ccnc(-c3ccoc3)n2)c1,·,·,·,?,20%,·,-6%
Cc1cc(C)c(NC(=O)c2cc(=O)c3ccccc3o2)c(C)c1,1%,1%,0.9%,4%,4%,2%,-10%
Cc1ccc(NC(=O)c2ccc3ncsc3c2)cc1S(=O)(=O)N(C)C,-16%,·,4.2%,·,·,10%,6%
Cc1nc2c(O)cccc2cc1CO,2%[7.67 µM],·,1.4%,·,·,9%,-2%
CCn1c(=O)c2c(n3cnnc13)-c1ccccc1CC21CCCCC1,7%[7.67 µM],-3%,1.5%,-2%,8%[38.3 µM],-2%,5%
Cc1ccc(NC(=S)N=Nc2c(O)n(C)c3ccc(S(=O)(=O)N4CCOCC4)cc23)cc1,-11%,3%,0.0%,?,-6%,-16%,9%
CCNc1nc(NCC)nc(N/N=C/c2ccc([N+](=O)[O-])o2)n1,9%[46.1 µM],-3%,0.7%,4%,18%[38.3 µM],-9%,9%
COc1cc(/C=N/O)cc(Br)c1OCC(=O)NCc1ccccc1,-4%,2%,0.0%,2%,0%,7%,2%
Cc1ccc(-c2cc(C(=O)Nc3ccc(S(=O)(=O)Nc4nc(C)cc(C)n4)cc3)c3ccccc3n2)cc1,-10%,0%,0.9%,?,11%,-26%,1%
O=C(COC(=O)CCC(NC(=O)OCc1ccccc1)C(=O)OCC(=O)Nc1ccccc1)Nc1ccccc1 (configuration not stated),18%,0%,4.4%,-4%,1%,-5%,-4%
CCn1nc(CC(=O)Nc2ccc(-n3cnnn3)c(OC)c2)c2ccccc2c1=O,-7%[46.1 µM],1%,-1.0%,?,-3%[38.3 µM],0%,-6%
CC1(c2nnc(-c3ccc(Cl)cc3)o2)CC(c2ccc([N+](=O)[O-])cc2)=NO1 (configuration not stated),-9%,·,3.8%,·,·,-2%,-12%
COCC#Cc1ccc(C2NC(C(=O)O)CCC2C)cc1 (configuration not stated),·,·,0.0%[10.1 µM],·,·,-3%[13.1 µM],-19%[17.5 µM]
Cc1onc(-c2c(F)cccc2Cl)c1C(=O)NC1=NCCS1,-27%[46.1 µM],8%,9.2%,-4%,17%[38.3 µM],3%,7%
COc1ccccc1-c1cc(C(=O)Nc2cc(C)on2)no1,-16%[46.1 µM],0%,-0.9%,-3%,-13%[38.3 µM],2%,-1%
CN1CCN(C(=O)C2=C[C@H](c3csc4ccccc34)C[C@H](OCc3ccc(CO)cc3)O2)CC1,42%,·,-0.7%,·,7%,0%,-4%
Clc1ccc2c(c1)[C@H]1OCC[C@H]1[C@@H](c1ccco1)N2,37%[46.1 µM],-14%,-1.0%,3%,0%,-3%,13%
CCN1C(=O)N(C)[C@@H](c2ccccc2)C(C(=O)OC)=C1C,10%,-5%[7.66 µM],2.2%,?,6%,6%[13.1 µM],-1%[17.5 µM]
O=C(CSC(=S)N1CCOCC1)Nc1ncc2c(n1)CC(c1ccco1)CC2=O (configuration not stated),-9%,·,2.4%,·,·,4%,3%
Cc1ccc(-c2nnn(CC(=O)N(c3ccccc3F)C(C(=O)NCC3CCCO3)c3c[nH]c4ccccc34)n2)cc1 (configuration not stated),?,4%,1.7%,11%,6%[38.3 µM],-9%,8%
CSC(=S)N/N=C/c1ccccc1,20%,1%,0.0%,?,11%,-11%,9%
O=C(O)C1CCCCC1C(=O)NCCc1ccncc1 (configuration not stated),2%[46.1 µM],1%,-1.0%,9%,15%[38.3 µM],2%,0%
O=C(Cn1ncc2c1-c1ccccc1OC2)N1CCN(Cc2ccccc2)CC1,-6%,·,1.1%,·,·,3%,13%
CC(C)S(=O)(=O)c1cnc(N2CCOCC2)nc1N,-18%[7.67 µM],·,-0.4%,·,·,1%,0%
CS(=O)(=O)c1ccccc1C(=O)Nc1nc2ccccc2[nH]1,2%[7.67 µM],·,-0.3%,·,·,1%,-6%
NCCC(=O)c1ccccc1N,·,·,2.1%,·,-2%,10%,11%
COc1cc(/C=N/NC(N)=O)ccc1OCC(=O)Nc1ccc(C)c(C)c1,7%,0%,0.6%,-3%,-1%,4%,-3%
CCCCC(=O)Nc1ccc(C(=O)NCc2ccncc2)cc1,-14%[46.1 µM],1%,-0.8%,10%,8%[38.3 µM],11%,-1%

Compounds from the list above containing a CF3 group:
SMILES,NPSR antag,KinaseGlo FLuc,Epigenetic derep,Lamin A splicing,IMPase Li cell,CBFb-RUNX1 inh,GLA spleen mod
CCCCOC(=O)NC(NCC(O)c1ccccc1)(C(F)(F)F)C(F)(F)F (configuration not stated),-16%[46.1 µM],6%,-2.4%,4%,-15%[38.3 µM],0%,4%
Cc1nc(-c2ccncc2)nc(NCCNc2ccc(C(F)(F)F)cn2)c1Cl,-7%,·,0.0%,·,·,6%,4%

Screening data deposited in PubChem BioAssay by National Center for Advancing Translational Sciences (NCATS).
